Screening data: PubChem BioAssay, several laboratories
Lipid droplet = modulators of hepatic lipid droplet formation. AML12 mouse hepatocytes, oleate lipid droplets, BODIPY imaging. inhibition, % at 6.5 µM. 240,000 compounds, 0.4% hits;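 active means lipid droplet intensity inhibited by at least 50%, with more than 500 cells counted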
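Assay system: AML12 mouse liver cells | Compound dosing: One dose, 6.5 µM compound | Read-out basis: Droplet intensity reduction, % inhibition | Measured by: Fluorescence imaging, 20x objective, two fields per well | Schedule: Overnight treatment with compound plus oleate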
P. falciparum M17LAP = P. falciparum M17LAP inhibitors, primary screen, biochemical, fluorogenic H-Leu-NHMec substrate, 1536-well (AID 1619); 220,000 compounds, 0.38% hits; one-dose inhibition, % at 30 µM; IC50 in µM for titrated hits; recombinant M17LAP, H-Leu-NHMec fluorogenic kinetic assay; higher % means a stronger effect;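 active means compound inhibiting the enzyme by more than half at any dose during confirmatory dose-response retesting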;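 further: plate controls were full reaction with DMSO carrier for no effect and no enzyme background for full effect; strong numbers were not always called active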
TNAP activation fold = human TNAP enzyme activators, primary screen, biochemical, luminescent, no phosphate acceptor, uHTS (AID 1001); 200,000 compounds, 0.03% hits; purified TNAP, luminescent activation assay, no phosphate acceptor; higher activation fold means a stronger effect; activation fold at 20 µM, or EC50 in µM where a hit was titrated; in the data active means activation fold from about 3, or a potency from the dose series; inactive means the rest, 99 in 100 with activation fold below about 1.6; further: many of its hits are not listed in these tables
human PMI inhibitors = human PMI inhibitors, high substrate, primary screen, biochemical, fluorescence intensity, high mannose 6-phosphate (AID 1220); recombinant PMI enzyme, coupled fluorescence intensity; higher % means a stronger effect; inhibition, % at 20 µM, or IC50 in µM where a hit was titrated; 190,000 compounds, 0.66% hits
SIAH1 antagonists = blockers of Siah-1 interaction with plectin peptide – biochemical, fluorescence polarization, rhodamine-plectin, uHTS, primary screen (AID 1817). Siah-1 / rhodamine-plectin peptide fluorescence polarization; higher % means a stronger effect. one-dose displacement, % at 20 µM; IC50 in µM for titrated hits. 290,000 compounds, 0.02% hits;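 active means displacement of at least 50% at 20 µM, with a fluorescence ratio check between 0.3 and a set limit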;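 further: plate controls were Siah plus tracer with DMSO for no effect and tracer alone without Siah for full effect; strong numbers were not always called active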
UTI89 phage lysis = protection from phage-mediated lysis, alamar blue read-out – E. coli UTI89, K1F phage, bacterial capsule biogenesis inhibitors (AID 488966) | E. coli UTI89 K1F phage lysis, alamar blue, 2 h; higher % means a stronger effect | inhibition, % at 100 µM, or IC50 in µM where a hit was titrated | 340,000 compounds, 0.02% hits;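 active means phage lysis inhibition, versus mean bacterial control, above a set limit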;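 further: capsule biogenesis inhibitors block K1F phage lysis so surviving cells raise fluorescence; higher fluorescence means more inhibition of phage lysis; actives were called in the ten point dose series up to 300 µM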
XIAP antagonists = small molecules displacing peptide from XIAP – biochemical, IAP family, fluorescence polarization (AID 1018); XIAP BIR domain, fluorescence polarization peptide displacement; higher % means a stronger effect; displacement, % at 20 µM, or IC50 in µM where a hit was titrated; 200,000 compounds, 0.007% hits; in the data active means displacement above about 50%; further: a part of the inactive calls stands beside numbers as strong as those of hits
human PMI inhibition = inhibitors of human PMI, primary screen, biochemical, fluorescence intensity, coupled assay (AID 1209); purified PMI enzyme, coupled fluorescence intensity; higher % means a stronger effect; inhibition, % at 20 µM; hits with a dose series show IC50 in µM; 190,000 compounds, 0.42% hits;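 further: plate controls were DMSO vehicle for no effect and wells lacking substrate for full effect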
M1AAP inhibition = malaria alanyl aminopeptidase activity blockers – biochemical, fluorogenic H-Leu-NHMec substrate, 1536-well (AID 1445). recombinant M1AAP, H-Leu-NHMec fluorogenic kinetic assay; higher % means a stronger effect. inhibition, % at 30 µM, or IC50 in µM where a hit was titrated. 220,000 compounds, 0.42% hits;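 active means primary inhibition above the hit cutoff, then over 50% inhibition at one or more dose response concentrations, cut at about 23% in these data, passing the limit was not always enough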;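 further: plate controls were DMSO full reaction for no effect and no enzyme background for full effect; strong numbers were not always called active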
Lipid droplet cells 6.5 µM = also measured in Lipid droplet; calls as there; cell count; measured here: cell count, cytotoxicity flag;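 cells counted across two imaged fields per well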
Starred values were filed as active, the others as inactive; . = not tested or not shown; [ ] = dose if it differs, or a comment. Unless noted, no stated cut-off is given here; in the data, active means inhibition above about 50%; inactive means the rest. Random draw from the library. About 1.9% of those tested had a hit in this group.

nr	smiles	human PMI inhibition	Lipid droplet	UTI89 phage lysis	P. falciparum M17LAP	human PMI inhibitors	XIAP antagonists	SIAH1 antagonists	M1AAP inhibition	TNAP activation fold	Lipid droplet cells 6.5 µM
1	CCOc1c(C#N)c(C#N)c2nc(C)cc(C)n12	-6%	.	0.1%	5%	6%	-8.0%	6%	0%	1.2	.
2	CC(C)CC(=O)NC(=S)N1CCN(c2ccc([N+](=O)[O-])cc2Cl)CC1	9%	7	0.1%	5%	-2%	0.5%	10%	1%	1.2	567
3	Cc1ccc(NC(=O)CN(C)C(=O)CSc2nnc(C(F)(F)F)n2C)cc1	-20%	8	0.8%	-2%	-4%	-7.4%	-2%	5%	1	687
4	Cc1ccc(NC(=O)c2ccc(CNc3c(N4CCOCC4)c(=O)c3=O)cc2)cc1	3%	.	-0.4%	18%	0%	-18%	-1%	4%	1.1	.
5	O=C(COC(=O)[C@@H]1CCCN1C(=O)c1cccs1)NCCc1ccccc1	3%	10	-0.1%	2%	-1%	-4.2%	-8%	5%	1.2	781
6	Cc1cc(C)c2ccc3c(C)c(C)nc3c2[nH]1	-1%	2	0.9%	4%	-4%	-5.7%	-7%	10%	1.1	634
7	COc1ccc(NC(=O)CC(=O)Nc2ccc(OC)cc2OC)c(OC)c1	6%	-9	0.0%	4%	4%	-1.6%	6%	3%	1.2	682
8	CSCCC(NC(N)=O)C(=O)NCc1ccc(Cl)cc1 (stereo not given)	4%	1	0.3%	-2%	-1%	-6.8%	2%	15%	1.1	807
9	Cc1cc2cc(C)c3nnc(SCC(=O)NCc4ccc5c(c4)OCO5)n3c2cc1C	10%	.	0.0%	-6%	7%	-0.9%	1%	1%	1	.
10	COc1ccc(CC(=O)NCc2nnc(SCC(=O)Nc3ccc(OC)cc3)n2C)cc1	-5%	1	0.2%	2%	2%	-3.7%	6%	1%	1.2	695
11	O=C(O)CC1CCCC(c2ccccc2)C1=O (stereo not given)	-8%	0	0.1%	-2%	-11%	-5.8%	-3%	5%	1.1	737
12	CCCCN(CC(=O)NCc1ccc(F)cc1)C(=O)c1ccco1	2%	0	0.0%	7%	0%	-0.1%	-6%	-8%	1.1	737
13	COc1cc(OC)cc(C(=O)OCC(=O)Nc2ccc(F)cc2F)c1	4%	-9	0.4%	28%	6%	-4.9%	4%	0%	1.2	666
14	O=C(COC(=O)c1cccc(C(=O)OCC(=O)NC2CCCCC2)n1)NC1CCCCC1	4%	.	0.1%	-7%	2%	-3.7%	1%	0%	1.2	.
15	COC(=O)C1=C(N)Oc2cc(C)n(Cc3cccnc3)c(=O)c2C1c1ccc(OC)c(OC)c1 (stereo not given)	-4%	.	1.0%	7%	1%	-3.9%	0%	2%	1.1	.
16	O=C(CCc1ccccc1)N/N=C/c1cc(Br)ccc1O	-18%	4	-0.2%[50 µM]	-13%	-29%	-3.1%	-9%	17%	1.2	444
17	CS(=O)(=O)N(CCc1ccccc1)CC(=O)NCc1ccccc1	0%	-1	2.0%	6%	7%	-1.5%	4%	5%	1.1	659
18	CC(=O)c1cccc(NC=C2C(=O)OC3(CCCCC3)OC2=O)c1	-6%	.	0.2%	17%	-7%	-1.0%	5%	13%	1.1	.
19	CC(=O)N1CCN2C(=O)C1CCCC(=O)c1cc(C)ccc12 (stereo not given)	-6%	-2	0.4%	6%	-2%	0.4%	-1%	10%	1	806
20	Clc1ccc(-c2nnc3sc(-c4ccccn4)nn23)cc1	0%	.	.	2%	4%	-2.0%	1%	1%	1.1	.

One compound at a time, as listed above. Screens in order: human PMI inhibition | Lipid droplet | UTI89 phage lysis | P. falciparum M17LAP | human PMI inhibitors | XIAP antagonists | SIAH1 antagonists | M1AAP inhibition | TNAP activation fold | Lipid droplet cells 6.5 µM
Cc1ccc(NC(=O)c2ccc(CNc3c(N4CCOCC4)c(=O)c3=O)cc2)cc1 is listed as 3% | . | -0.4% | 18% | 0% | -18% | -1% | 4% | 1.1 | .
CSCCC(NC(N)=O)C(=O)NCc1ccc(Cl)cc1 (stereo not given) is listed as 4% | 1 | 0.3% | -2% | -1% | -6.8% | 2% | 15% | 1.1 | 807
O=C(COC(=O)[C@@H]1CCCN1C(=O)c1cccs1)NCCc1ccccc1 is listed as 3% | 10 | -0.1% | 2% | -1% | -4.2% | -8% | 5% | 1.2 | 781
CC(C)CC(=O)NC(=S)N1CCN(c2ccc([N+](=O)[O-])cc2Cl)CC1 is listed as 9% | 7 | 0.1% | 5% | -2% | 0.5% | 10% | 1% | 1.2 | 567
Clc1ccc(-c2nnc3sc(-c4ccccn4)nn23)cc1 is listed as 0% | . | . | 2% | 4% | -2.0% | 1% | 1% | 1.1 | .

(more compounds)
nr	smiles	human PMI inhibition	Lipid droplet	UTI89 phage lysis	P. falciparum M17LAP	human PMI inhibitors	XIAP antagonists	SIAH1 antagonists	M1AAP inhibition	TNAP activation fold	Lipid droplet cells 6.5 µM
21	Cc1ccc(C(=O)N/C(=C\c2cccs2)C(=O)NC2CCCCC2)cc1	10%	7	0.1%	9%	4%	-4.2%	1%	6%	1.1	691
22	OCCN1CCN(c2nc(NCc3ccco3)c3ccccc3n2)CC1	0%	-110	0.5%	15%	-8%	2.1%	25%	-6%	1	618
23	O=C(c1nn2c(C(F)(F)F)cc(-c3cccs3)nc2c1Br)N1CCCc2ccccc21	16%	60*	4.3%	14%	4%	-1.0%	9%	14%	1.1	651*
24	CS(=O)(=O)Nc1ccc(S(=O)(=O)N2CCCC2)cc1	9%	0	0.3%	13%	7%	-0.8%	-2%	-9%	1.1	718
25	COc1cc(CC(=O)OCC(=O)c2ccc3c(c2)OCCO3)cc(OC)c1OC	24%	-90	0.0%	-4%	13%	-7.4%	-2%	3%	1.1	408
26	CCc1cc(/C(Cc2ccc3ccccc3n2)=N\O)c(O)cc1O	14%	.	-0.5%	-5%	11%	-17%	1%	5%	1.1	.
27	S=C(c1c[nH]c2ccccc12)N1CCCC1	4%	-13	1.3%	.	-6%	-5.2%	14%	.	1.1	633
28	O=C(Nc1ncc(Cc2cccc(Cl)c2)s1)c1ccc([N+](=O)[O-])cc1	1%	4	2.8%	-6%	-13%	0.4%	-3%	8%	0.9	657
29	COC(=O)C1CSC(C(=O)OC)N1C(=O)CN1CCN(c2ccccc2)CC1 (stereo not given)	-14%	-1	1.1%	6%	-11%	-6.5%	4%	1%	1.1	723
30	CCN(CC)C(=O)CSc1nc2ncc(Cl)cc2[nH]1	-13%	.	0.6%	13%	-6%	-1.9%	-3%	-6%	0.8	.
31	CCOC(=O)CNC(=O)C12CC3CC(CC(C3)C1)C2	-6%	2	0.9%	-2%	-5%	-3.7%	-1%	0%	1	746
32	Cc1ccc(S(=O)(=O)Nc2csc(C)c2C(=O)O)cc1	.	14	.	12%	.	.	39%	0%	.	724
33	O=C(CCCc1c[nH]c2ccccc12)N1CCCCCC1	10%	.	1.6%	1%	8%	-0.8%	-4%	-2%	1.1	.
34	COc1ccc(CSc2nnnn2Cc2ccccc2)cc1OC	4%	5	0.1%	1%	-3%	-6.8%	1%	4%	1.1	765
35	CSc1nc(O)c(Nc2cccc(Cl)c2)c(=O)[nH]1	.	1	8.3%	5%	.	.	4%	6%	.	758
36	CS(=O)(=O)N1CCN(c2ccccc2NC(=O)Cc2ccc(Cl)cc2)CC1	15%	-4	-0.2%	2%	19%	-2.8%	0%	1%	1.1	637
37	Cn1c(SCC2CCCCC2)nnc1-c1ccncc1	7%	0	3.0%	4%	5%	-4.3%	4%	-1%	1.1	791
38	CC1(C)Cc2nc3sc4c(NCCO)ncnc4c3cc2CS1	.	0	1.3%	-2%	.	.	0%	4%	.	710
39	CC(C)c1nc2ccccn2c1NC1CCCCC1	6%	.	0.9%	-10%	8%	-2.7%	2%	2%	1	.
40	Cc1cccc(N2C(=O)CS/C2=N\NC(=O)c2ccc(Br)cc2)c1C	6%	8	4.5%	11%	9%	-1.8%	-4%	-2%	1.1	723

nr	smiles	human PMI inhibition	Lipid droplet	UTI89 phage lysis	P. falciparum M17LAP	human PMI inhibitors	XIAP antagonists	SIAH1 antagonists	M1AAP inhibition	TNAP activation fold	Lipid droplet cells 6.5 µM
41	O=C(NCc1ccccc1Cl)C1CCC(CNc2c(N3CCCCC3)c(=O)c2=O)CC1 (stereo not given)	-2%	-2	0.0%	8%	1%	-4.8%	11%	9%	1.1	723
42	Cc1ccc(N2C(=O)NC(NC(=O)C3CC3)(C(F)(F)F)C2=O)cc1 (stereo not given)	2%	12	0.9%	18%	5%	-6.2%	3%	6%	1	704
43	Cc1csc(NC(=O)C2CCN(S(=O)(=O)c3cccs3)CC2)n1	-4%	0	0.2%	11%	-2%	-7.4%	4%	1%	1.1	651
44	COc1ccc(C(=O)Nc2cc(C)on2)cc1S(=O)(=O)N1CC(c2ccccc2)CC1=O (stereo not given)	-4%	-1	.	0%	9%	-6.0%	-7%	14%	1	717
45	Cc1ccc(S(=O)(=O)n2cnc3ccccc32)c(C)c1	-6%	4	-0.1%	3%	81%*	-3.6%	-2%	16%	1.1	739
46	COc1ccc(N/C=C(\C#N)c2ccc(OCCCF)cc2)cc1	-3%	8	2.6%	-1%	-3%	-5.3%	2%	2%	1.1	786
47	O=[N+]([O-])c1cccc2c(N3CCOCC3)ccnc12	6%	4	0.5%	6%	5%	-1.6%	3%	7%	1.1	658
48	CC(C)CCN(C(=O)Nc1ccccc1)C(C)c1cccs1 (stereo not given)	4%	-23	1.1%	-1%	-3%	-11%	-6%	1%	1.1	674
49	CCOC(=O)c1cnc(-n2nc(C)cc2C)nc1NNc1cc(-c2ccccc2)nc(C)n1	5%	-15	.	-2%	-14%	8.9%	-9%	2%	1.4	648
50	COc1ccc(C(=O)NCCCCCC(=O)N/N=C/c2ccco2)cc1OC	1%	4	4.9%	-2%	16%	-1.4%	-3%	1%	1.1	741
51	COc1ccc(NC(=O)CN2C(=O)c3ccccc3Sc3ccc(C(=O)N4CCOCC4)cc32)c(OC)c1	9%	20	0.1%	1%	17%	-5.4%	1%	9%	1.1	720
52	CN(C)C(=O)c1cc(Br)ccc1Cl	-5%	20	0.8%	4%	-4%	-4.7%	3%	-15%	1.2	845
53	O=C1SCCc2c1n(Cc1ccccc1)c1ccccc21	11%	-14	0.8%	2%	12%	-5.3%	-1%	4%	1	698
54	Cc1nnsc1C(=O)N/N=C/c1ccccc1Cl	.	-18	-0.7%	-4%	.	.	2%	6%	.	683
